Screens as filed in PubChem BioAssay.
rat mGlu8 modulation = rat mGlu8 modulation via Gqi9 calcium signal, confirmation, counter-screen for GIRK activator project, cell-based, HEK293 rmGlu8, Gqi9 chimera | HEK293 rmGlu8/Gqi9 calcium flux, Fluo-4 fluorescence; glutamate at EC20 added after compound | calls only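 (single compound addition from 20 µM solution with 0.2% DMSO)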 | 2,100 compounds, 4% hits | AID 623869;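 active = calcium fluorescence trace judged by eye to show a response, as agonist, enhancer of the glutamate response, or inhibitor; inactive = trace judged by eye to show no response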
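System – HEK-293 cells stably expressing rat mGlu8, plus transient chimeric Gqi9 · Medium – HEPES-buffered HBSS, pH 7.4 · Also added – EC20 glutamate · Compound – one dose, 20 µM addition solution, 0.2% DMSO · Times – compound 4 min before glutamate, then 2 min recording · Measured by – Fluo-4 calcium fluorescence sampled at 1 Hz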
Calls only; i = inactive.

A first look (2 entries):
SMILES | rat mGlu8 modulation
CC(=NCC1CCCO1)c1c(O)n(-c2ccc(C)cc2)c(=O)[nH]c1=O (configuration not stated) | i
N=c1sc2c(n1Cc1ccccc1)CCCC2 | i

The listing, repeating the preview:
SMILES | rat mGlu8 modulation
CC(=NCC1CCCO1)c1c(O)n(-c2ccc(C)cc2)c(=O)[nH]c1=O (configuration not stated) | i
N=c1sc2c(n1Cc1ccccc1)CCCC2 | i
C/C(=N\Nc1ccccc1)c1c(O)n(C)c(=O)n(C)c1=O | i
C=CCOC(=O)COc1cc(C)cc2oc(=O)c3c(c12)CCC3 | i

Reprinted at random: 2 entries already listed
SMILES | rat mGlu8 modulation
N=c1sc2c(n1Cc1ccccc1)CCCC2 | i
C=CCOC(=O)COc1cc(C)cc2oc(=O)c3c(c12)CCC3 | i

Some of the compounds tested, so the mix of outcomes need not match the whole.
